RGS8-Gao reg: regulators of human RGS8-Galphao interaction; AID 1423; multiplexed bead flow cytometry, RGS8-Galphao binding; actives lie on both sides; response (percent of control binding), % at 10 µM; hit rate 0.34% among 220,000; P09471; in the data active = response below about 60% or above about 140%; inactive = in between;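 note: Galphao activated as the GDP aluminium fluoride complex binding bead-coupled RGS8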
Target sequence (P09471 whole entry, looked up): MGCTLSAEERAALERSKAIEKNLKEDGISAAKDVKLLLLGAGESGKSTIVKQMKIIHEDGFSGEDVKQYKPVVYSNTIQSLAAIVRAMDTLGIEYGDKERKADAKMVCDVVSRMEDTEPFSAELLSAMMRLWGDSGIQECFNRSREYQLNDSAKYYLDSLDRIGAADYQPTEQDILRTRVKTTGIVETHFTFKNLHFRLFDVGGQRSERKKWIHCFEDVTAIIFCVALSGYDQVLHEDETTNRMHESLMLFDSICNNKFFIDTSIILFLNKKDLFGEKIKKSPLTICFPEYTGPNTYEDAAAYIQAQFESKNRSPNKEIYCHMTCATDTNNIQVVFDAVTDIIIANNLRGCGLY
RGS7-Gao: regulators of human RGS7-Galphao interaction. P09471. Multiplexed bead flow cytometry, RGS7-Galphao binding; actives lie on both sides. binding response (% of control), % at 10 µM. hit rate 0.35% among 220,000; in the data active = binding response below about 49% or above about 150%; inconclusive = no clear call, values can overlap the other calls; inactive = in between;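 note: fluorescent Galphao held in activated GDP-AlF4 state binding bead-coupled RGS7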
Bim-Bcl-XL: inhibitors of Bim-Bcl-XL interaction, human | inhibition, % at 10 µM | hit rate 0.04% among 190,000 | AID 1007 | Q07817 | Bim peptide-Bcl-XL binding, bead flow cytometry, fluorescence
Bim-Bcl-2: human Bim-Bcl-2 interaction inhibition; Bead-based flow cytometry, Bim peptide-Bcl-2 binding; hit rate 0.06% among 190,000; inhibition, % at 10 µM; AID 950; P10415; in the data active = inhibition above about 40%; inconclusive = no clear call, values can overlap the other calls;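 note: 0% = no compound wells with probe peptide and 100% = reference peptide inhibitor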
Bim-Bfl-1: human Bim-Bfl-1 interaction inhibition; Q16548; hit rate 0.12% among 190,000; inhibition, % at 10 µM; Bead-based flow cytometry, Bim-Bfl-1 binding inhibition;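 note: 0% = wells without compound plus tracer and 100% = blocker peptide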
Bcl-B Bim block: disrupts Bim peptide binding to human Bcl-B; hit rate 0.073% among 190,000; bead-based flow cytometry; inhibition, % at 10 µM;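 note: 0% = tracer peptide without compound and 100% = reference inhibitor peptide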
Mcl1-Noxa inh: Mcl-1/Noxa interaction inhibition; Q07820; TR-FRET Mcl-1/Noxa peptide binding, 2 h; inhibition, % at 21.7 µM; hit rate 1.5% among 220,000; AID 1022;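 active = compounds that cut the protein-peptide binding signal by more than 50% relative to plate controls in a single-dose test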;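 note: His-tagged Mcl-1 with rhodamine Noxa BH3 peptide and terbium anti-His antibody; 0% = Mcl-1 plus Noxa peptide wells and 100% = peptide-only wells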
Target sequence (Q07820 whole entry, looked up): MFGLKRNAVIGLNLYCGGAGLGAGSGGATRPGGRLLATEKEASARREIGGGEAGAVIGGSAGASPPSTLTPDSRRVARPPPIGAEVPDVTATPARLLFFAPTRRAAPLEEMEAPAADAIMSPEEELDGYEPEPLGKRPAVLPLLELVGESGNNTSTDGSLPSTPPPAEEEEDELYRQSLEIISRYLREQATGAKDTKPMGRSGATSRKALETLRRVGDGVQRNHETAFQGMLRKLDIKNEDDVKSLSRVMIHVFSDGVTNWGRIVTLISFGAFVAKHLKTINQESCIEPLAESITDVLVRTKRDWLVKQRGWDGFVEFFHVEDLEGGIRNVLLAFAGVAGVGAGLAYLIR
Mcl-1 Bim block: inhibitors of Bim-Mcl-1 interaction, human; Q07820; Bead-based flow cytometry, Bim peptide-Mcl-1 binding; inhibition, % at 10 µM; hit rate 0.1% among 190,000; AID 1009;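 note: 0% = no compound tracer wells and 100% = peptide blocker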
Bim-Bcl-W: inhibitors of Bim-Bcl-W interaction, human. Q92843. bead-based flow cytometry, Bim peptide-Bcl-W binding. inhibition, % at 10 µM. hit rate 0.02% among 190,000;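 note: 0% = bound tracer without compound and 100% = peptide blocker; higher means less fluorescent Bim peptide bound to Bcl-W beads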
Target sequence (Q92843 whole entry, looked up): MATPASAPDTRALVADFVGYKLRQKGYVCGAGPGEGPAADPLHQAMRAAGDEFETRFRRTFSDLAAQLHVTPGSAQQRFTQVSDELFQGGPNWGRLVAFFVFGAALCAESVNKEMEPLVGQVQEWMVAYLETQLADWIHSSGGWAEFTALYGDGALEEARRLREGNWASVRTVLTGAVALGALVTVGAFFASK
Mcl1 Bid PPI: disrupts binding of human Mcl-1 to Bid peptide; AID 1021; TR-FRET Mcl-1/Bid-Dy647 peptide binding, 1536-well; Q07820; inhibition, % at 21.7 µM; hit rate 0.97% among 220,000;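 active = compounds that cut the binding signal by more than half at the single screening dose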;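 note: His-tagged Mcl-1 with europium anti-His antibody binding Bid BH3 peptide; 0% = Mcl-1 plus peptide wells and 100% = peptide-only wells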
RGS4-Gao reg: modulates binding of RGS4 to human Galphao; P09471; Multiplexed bead flow cytometry; actives lie on both sides; binding response (% of control), % at 10 µM; hit rate 0.33% among 220,000; AID 1415; in the data active = binding response below about 49% or above about 150%; inactive = in between;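 note: fluorescent Galphao activated with aluminum fluoride binding bead-coupled RGS4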
* hit, by the source's call. Cut-off read from the data, not from the text of the source, unless noted: active = inhibition above about 40%.

Screening CN(C)c1ccc(NC(=O)/C=C/c2ccccc2Cl)cc1 returned RGS8-Gao reg 97.8, RGS7-Gao 90.9, Bim-Bcl-XL -6.0, Bim-Bcl-2 1.0, Bim-Bfl-1 -6.0, Bcl-B Bim block -7.0, Mcl1-Noxa inh 76.8*, Mcl-1 Bim block -3.0, Bim-Bcl-W -2.0, Mcl1 Bid PPI -17.5 and RGS4-Gao reg 93.4.
For Cc1ccccc1NC(=S)N1CCCN(Cc2ccc(F)cc2)C1 the results were RGS8-Gao reg 100.2, RGS7-Gao 95.8, Bim-Bcl-XL 0.0, Bim-Bcl-2 0.0, Bim-Bfl-1 1.0, Bcl-B Bim block 1.0, Mcl1-Noxa inh 16.1, Mcl-1 Bim block -2.0, Bim-Bcl-W -1.0, Mcl1 Bid PPI -38.4 and RGS4-Gao reg 99.2.
For Cc1ccccc1OCC(=O)N/N=C/c1ccc([N+](=O)[O-])o1 the results were RGS8-Gao reg 98.6, RGS7-Gao 91.1, Bim-Bcl-XL -6.0, Bim-Bcl-2 -8.0, Bim-Bfl-1 -12.0, Bcl-B Bim block -7.0, Mcl1-Noxa inh -6.5, Mcl-1 Bim block -2.0, Bim-Bcl-W 0.0, Mcl1 Bid PPI 2.8 and RGS4-Gao reg 93.2.
`CCSc1nnc2c(n1)OC(C)(C)Nc1ccccc1-2` gave RGS8-Gao reg 101.0, RGS7-Gao 96.7, Bim-Bcl-XL -6.0, Bim-Bcl-2 -9.0, Bim-Bfl-1 -15.0, Bcl-B Bim block -9.0, Mcl1-Noxa inh 6.7, Mcl-1 Bim block -7.0, Bim-Bcl-W -4.0, Mcl1 Bid PPI -12.9 and RGS4-Gao reg 98.8.
For CCOC(=O)c1c(C)[nH]c(C(=O)N2CCCC(C(=O)c3cccc(OC)c3)C2)c1C (centres undefined) the results were RGS8-Gao reg 94.1, RGS7-Gao 90.9, Bim-Bcl-XL -2.0, Bim-Bcl-2 -3.0, Bim-Bfl-1 -6.0, Bcl-B Bim block -4.0, Mcl1-Noxa inh 7.7, Mcl-1 Bim block 3.0, Bim-Bcl-W -1.0, Mcl1 Bid PPI -24.6 and RGS4-Gao reg 93.6.
For CCOC(=O)CCCNC(=O)c1cncc(Br)c1 the results were RGS8-Gao reg 99.2, RGS7-Gao 96.3, Bim-Bcl-XL 4.0, Bim-Bcl-2 2.0, Bim-Bfl-1 0.0, Bcl-B Bim block 3.0, Mcl1-Noxa inh 7.8, Mcl-1 Bim block 0.0, Bim-Bcl-W 4.0, Mcl1 Bid PPI -18.7 and RGS4-Gao reg 91.5.
For CCOC(=O)C(=O)Nc1ncc(Cl)s1 the results were RGS8-Gao reg 101.0, RGS7-Gao inconclusive, Mcl1-Noxa inh -9.0, Mcl1 Bid PPI -4.5 and RGS4-Gao reg 106.4.
O=C(c1ccco1)N1CCCN(Cc2nc(-c3ccc4c(c3)OCO4)no2)CC1 was read as RGS8-Gao reg 99.4, RGS7-Gao 98.2, Bim-Bcl-XL -6.0, Bim-Bcl-2 -4.0, Bim-Bfl-1 -4.0, Bcl-B Bim block -3.0, Mcl1-Noxa inh 5.8, Mcl-1 Bim block -2.0, Bim-Bcl-W -5.0, Mcl1 Bid PPI -19.1 and RGS4-Gao reg 98.0.
`CC(=O)N1CC(=O)N=C1SCC(=O)Nc1nc(C)c(-c2ccccc2)s1` gave RGS8-Gao reg 100.6, RGS7-Gao inconclusive, Bim-Bcl-XL -2.0, Bim-Bcl-2 -3.0, Bim-Bfl-1 -6.0, Bcl-B Bim block -4.0, Mcl1-Noxa inh 7.6, Mcl-1 Bim block -2.0, Bim-Bcl-W -3.0, Mcl1 Bid PPI -32.1 and RGS4-Gao reg 100.0.
Cc1nc(NC(=O)CSc2ccc(-c3nc4ccccc4[nH]3)cn2)sc1C was read as RGS8-Gao reg 96.5, RGS7-Gao 92.8, Bim-Bcl-XL -7.0, Bim-Bcl-2 -2.0, Bim-Bfl-1 -2.0, Bcl-B Bim block -13.0, Mcl1-Noxa inh 3.2, Mcl-1 Bim block -4.0, Bim-Bcl-W -6.0, Mcl1 Bid PPI 35.0 and RGS4-Gao reg 90.9.
Cc1ccc(Nc2nc(N)nc(CN3CCN(Cc4ccc5c(c4)OCO5)CC3)n2)cc1 was read as RGS8-Gao reg 102.4, RGS7-Gao 102.9, Bim-Bcl-XL -8.0, Bim-Bcl-2 -13.0, Bim-Bfl-1 -12.0, Bcl-B Bim block -9.0, Mcl1-Noxa inh -14.1, Mcl-1 Bim block -2.0, Bim-Bcl-W -3.0, Mcl1 Bid PPI -28.7 and RGS4-Gao reg 99.3.
Cc1nc2oc3ccc(F)cc3c(=O)c2cc1C(=O)NC(C)(C)C was read as RGS8-Gao reg 98.8, RGS7-Gao 107.6, Bim-Bcl-XL -3.0, Bim-Bcl-2 0.0, Bim-Bfl-1 4.0, Bcl-B Bim block 4.0, Mcl1-Noxa inh -1.9, Mcl-1 Bim block -3.0, Bim-Bcl-W 0.0, Mcl1 Bid PPI -5.2 and RGS4-Gao reg 98.9.
CCC(=O)N(Cc1ccco1)c1nc(-c2cc(OC)ccc2OC)cs1 was read as RGS8-Gao reg 102.2, RGS7-Gao 100.6, Bim-Bcl-XL -9.0, Bim-Bcl-2 -6.0, Bim-Bfl-1 -7.0, Bcl-B Bim block -6.0, Mcl1-Noxa inh -0.1, Mcl-1 Bim block -5.0, Bim-Bcl-W -4.0, Mcl1 Bid PPI -6.8 and RGS4-Gao reg 97.2.
`O=C(CSc1nc2ccc([N+](=O)[O-])cc2[nH]1)NC1CCCCCC1` gave RGS8-Gao reg 100.2, RGS7-Gao 100.8, Bim-Bcl-XL -17.0, Bim-Bcl-2 -6.0, Bim-Bfl-1 -13.0, Bcl-B Bim block -12.0, Mcl1-Noxa inh -30.9, Mcl-1 Bim block -6.0, Bim-Bcl-W -8.0, Mcl1 Bid PPI -31.8 and RGS4-Gao reg 99.1.
CCNc1nc(NCC)nc(N(C)N)n1 was read as RGS8-Gao reg 119.6, RGS7-Gao 108.9, Bim-Bcl-XL -3.0, Bim-Bcl-2 -4.0, Bim-Bfl-1 -10.0, Bcl-B Bim block -7.0, Mcl1-Noxa inh 3.2, Mcl-1 Bim block 0.0, Bim-Bcl-W 0.0, Mcl1 Bid PPI -47.9 and RGS4-Gao reg 111.1.
O=C1CN(C(=O)COC(=O)c2ccccc2NC(=O)c2ccco2)c2ccccc2N1 was read as RGS8-Gao reg 111.7, RGS7-Gao 109.3, Bim-Bcl-XL 2.0, Bim-Bcl-2 -6.0, Bim-Bfl-1 -11.0, Bcl-B Bim block -8.0, Mcl1-Noxa inh 9.5, Mcl-1 Bim block 1.0, Bim-Bcl-W 2.0, Mcl1 Bid PPI -9.2 and RGS4-Gao reg 107.3.
For CN(C)CCCN(C(=O)c1ccco1)c1nc2ccc(Br)cc2s1 the results were RGS8-Gao reg 101.0, RGS7-Gao 99.6, Bim-Bcl-XL -2.0, Bim-Bcl-2 -2.0, Bim-Bfl-1 -2.0, Bcl-B Bim block -6.0, Mcl1-Noxa inh 13.4, Mcl-1 Bim block -2.0, Bim-Bcl-W -4.0, Mcl1 Bid PPI 4.9 and RGS4-Gao reg 100.2.
For Cc1cc(=O)oc2cc(NS(=O)(=O)c3ccccc3)ccc12 the results were RGS8-Gao reg 102.9, RGS7-Gao inconclusive, Mcl1-Noxa inh 3.0, Mcl1 Bid PPI 15.8 and RGS4-Gao reg 102.0.
For COC(=O)c1ccccc1N1C(=O)C2C(C1=O)[C@H]1C=C[C@@H]2C1 (some centres undefined) the results were RGS8-Gao reg 99.7, RGS7-Gao 103.8, Bim-Bcl-XL -1.0, Bim-Bcl-2 -1.0, Bim-Bfl-1 -1.0, Bcl-B Bim block 0.0, Mcl1-Noxa inh 14.3, Mcl-1 Bim block -1.0, Bim-Bcl-W 1.0, Mcl1 Bid PPI -17.2 and RGS4-Gao reg 102.6.
CCOC(=O)c1cc(CC)sc1NC(=O)COC(=O)c1cc[n+]([O-])cc1 was read as RGS8-Gao reg 99.2, RGS7-Gao inconclusive, Bim-Bcl-XL 5.0, Bim-Bcl-2 2.0, Bim-Bfl-1 -4.0, Bcl-B Bim block 2.0, Mcl1-Noxa inh -0.3, Mcl-1 Bim block 3.0, Bim-Bcl-W 1.0, Mcl1 Bid PPI -28.7 and RGS4-Gao reg 100.8.
`CC(=O)c1cccc(NC(=O)CSc2ccc(-c3ccc4c(c3)OCO4)nn2)c1` gave RGS8-Gao reg 100.2, RGS7-Gao 101.1, Bim-Bcl-XL -5.0, Bim-Bcl-2 -9.0, Bim-Bfl-1 -16.0, Bcl-B Bim block -5.0, Mcl1-Noxa inh 7.2, Mcl-1 Bim block -1.0, Bim-Bcl-W -3.0, Mcl1 Bid PPI -9.1 and RGS4-Gao reg 99.8.
`O=C(CSc1ccc2ccccc2c1)Nc1ccc(S(=O)(=O)Nc2nccs2)cc1` gave RGS8-Gao reg 104.3, RGS7-Gao 103.2, Bim-Bcl-XL 0.0, Bim-Bcl-2 0.0, Bim-Bfl-1 1.0, Bcl-B Bim block 0.0, Mcl1-Noxa inh 38.3, Mcl-1 Bim block 0.0, Bim-Bcl-W 0.0, Mcl1 Bid PPI -62.0 and RGS4-Gao reg 107.2.
Screening CCC(C)c1ccccc1NC(=O)COC(=O)CCc1cc(OC)c(OC)c(OC)c1 (centres undefined) returned RGS8-Gao reg 102.3, RGS7-Gao 105.6, Bim-Bcl-XL -2.0, Bim-Bcl-2 0.0, Bim-Bfl-1 0.0, Bcl-B Bim block -2.0, Mcl1-Noxa inh -3.4, Mcl-1 Bim block 0.0, Bim-Bcl-W -1.0, Mcl1 Bid PPI -28.6 and RGS4-Gao reg 102.9.
For O=C(O)CCN1C(=O)C(=C2CCCCCC2)SC1=S the results were RGS8-Gao reg 102.8, RGS7-Gao 108.0, Bim-Bcl-XL -7.0, Bim-Bcl-2 0.0, Bim-Bfl-1 2.0, Bcl-B Bim block -17.0, Mcl1-Noxa inh 16.6, Mcl-1 Bim block -4.0, Bim-Bcl-W -2.0, Mcl1 Bid PPI -45.5 and RGS4-Gao reg 101.0.
`COc1ccc(C(=O)NC(=S)Nc2ccc(S(=O)(=O)Nc3cc(C)on3)cc2)cc1OC` gave RGS8-Gao reg 101.9, RGS7-Gao inconclusive, Mcl1-Noxa inh 12.5, Mcl1 Bid PPI -25.1 and RGS4-Gao reg 104.3.
CCc1c(C)sc2nc(SCC(=O)Nc3cc(C)on3)n(CCOC)c(=O)c12 was read as RGS8-Gao reg 100.5, RGS7-Gao 99.7, Bim-Bcl-XL 2.0, Bim-Bcl-2 0.0, Bim-Bfl-1 0.0, Bcl-B Bim block -1.0, Mcl1-Noxa inh -12.5, Mcl-1 Bim block -1.0, Bim-Bcl-W -3.0, Mcl1 Bid PPI -3.0 and RGS4-Gao reg 98.8.

Screening results as filed in PubChem.

This is a random part of the collection (roughly 2.7% active in at least one column).
